CHRM1 PAM: human CHRM1 positive allosteric modulation | P11229 | CHO-K1 hM1, Fluo-8 calcium fluorescence, ACh EC20; 0% = ACh EC20, 100% = maximal ACh | activation, % at 3 µM | 360,000 tested, 0.088% active; in the data active = activation above about 19%, passing the limit was not always enough
Target sequence (P11229 whole entry, looked up): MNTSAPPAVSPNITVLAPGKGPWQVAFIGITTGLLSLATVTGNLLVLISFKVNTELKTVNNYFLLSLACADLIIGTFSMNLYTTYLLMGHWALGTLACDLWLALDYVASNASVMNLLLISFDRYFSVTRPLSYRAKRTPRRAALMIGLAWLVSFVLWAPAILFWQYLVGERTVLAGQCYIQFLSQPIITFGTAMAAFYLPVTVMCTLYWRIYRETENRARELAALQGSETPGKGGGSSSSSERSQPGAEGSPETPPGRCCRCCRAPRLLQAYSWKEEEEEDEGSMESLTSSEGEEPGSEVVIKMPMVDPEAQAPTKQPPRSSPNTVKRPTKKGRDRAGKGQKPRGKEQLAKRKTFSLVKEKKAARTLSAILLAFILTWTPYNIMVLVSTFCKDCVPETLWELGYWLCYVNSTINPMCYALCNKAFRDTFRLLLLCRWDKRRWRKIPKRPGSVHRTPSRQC
V1aR counter: V1a receptor agonism, counter-screen for OXTR agonists | P37288 | CHO-V1R cells, Fluo-8 calcium fluorescence, agonist mode; 0% DMSO, 100% 3 nM vasopressin | activation, % at 3 µM | 320,000 tested, 0.25% active | AID 2797;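 active = activation above the mean activation of all tested compounds plus 3 SD, per screening run, cut at about 20% in these data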;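 note: signal is peak over basal fluorescence ratio across a 100 second FLIPR read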
Target sequence (P37288 whole entry, looked up): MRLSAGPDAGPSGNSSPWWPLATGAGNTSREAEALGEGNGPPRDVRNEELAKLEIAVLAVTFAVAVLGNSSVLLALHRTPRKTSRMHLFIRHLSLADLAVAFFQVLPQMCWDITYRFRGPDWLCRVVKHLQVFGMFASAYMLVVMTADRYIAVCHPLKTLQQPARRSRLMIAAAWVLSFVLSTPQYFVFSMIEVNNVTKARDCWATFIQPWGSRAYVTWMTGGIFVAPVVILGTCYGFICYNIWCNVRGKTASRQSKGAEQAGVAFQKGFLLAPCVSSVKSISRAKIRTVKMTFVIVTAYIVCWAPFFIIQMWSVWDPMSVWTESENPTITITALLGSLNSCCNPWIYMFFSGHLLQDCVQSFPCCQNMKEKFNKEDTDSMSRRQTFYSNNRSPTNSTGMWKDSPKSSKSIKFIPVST
M1 ag: agonists of human M1 muscarinic receptor | P11229 | CHO-K1 hM1, Fluo-8 calcium fluorescence, agonist mode; 0% DMSO, 100% acetylcholine EC100 | activation, % at 3 µM | 360,000 tested, 0.33% active | AID 588814;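 active = activation above the run's mean compound activation plus 3 SD, cut at about 16% in these data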;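 note: peak over basal fluorescence ratio within a 140 s kinetic read after compound addition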
TAAR1 antagonist: human TAAR1 antagonism | Q96RJ0 | CHO RD-HGA16 TAAR1, Fluo-8 calcium fluorescence, antagonist | inhibition, % at 3 µM | 360,000 tested, 1.5% active | AID 624466;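 active = inhibition above a per-plate cutoff, the mean inhibition of test compounds on that plate plus 3 SD, cut at about 49% in these data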;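 note: 0% = DMSO plus EC80 beta-PEA response and 100% = DMSO alone without agonist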
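Test system: RD-HGA16 CHO cells with stable hTAAR1 and Gα16 / Probe or stimulus: EC80 β-phenethylamine stimulus / Times: seeding 17-24 h prior, 75-min 37 °C, 30-min RT dye loading / Detection: Fluo-8 calcium-sensitive fluorescence / Read-out basis: % inhibition scaled between DMSO and EC80 PEA controls / Repeats: singlicate, one well per test compound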
CHRM1 antagonist: blocks human M1 muscarinic receptor | inhibition, % at 3 µM | 360,000 tested, 1.3% active | CHO-K1 hM1, Fluo-8 calcium fluorescence, ACh EC80 antagonist | P11229;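 active = percent inhibition above its own plate's cutoff, namely the mean of that plate's compound wells plus 3 SD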;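 note: peak over basal fluorescence ratio during 140 s after agonist addition; 0% = ACh EC80 plus DMSO and 100% = DMSO alone without agonist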
OXTR agonist: activates the human oxytocin receptor | 320,000 tested, 0.32% active | CHO-OTR cells, Fluo-8 calcium fluorescence; normalized: DMSO 0%, oxytocin 100% | activation, % at 3 µM | P30559 | AID 2435;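 active = activation above the mean of all tested compounds plus 3 SD, cutoff set per screening run, cut at about 20% in these data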;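 note: peak over basal fluorescence ratio from a 100 s FLIPR kinetic read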
CHO parental Ca: signal in parental CHO cells, OX1R antagonist counter-screen; parental CHO-K1, ATP-induced calcium, Fluo-8 fluorescence; inhibition, % at 5.6 µM; 330,000 tested, 0.63% active; AID 463079;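 active = inhibition above that plate's mean sample inhibition plus 3 SD, cut at about 26% in these data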;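 note: 0% = ATP-challenged DMSO wells and 100% = DMSO wells without ATP; some compounds past the cut are filed as inactive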
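Test system: untransfected parental CHO cell line. Compound: one dose, 5.6 µM nominal. Detection: intracellular calcium via Fluo-8 no-wash fluorescent dye. Measure: % inhibition. Benchmarks: ATP-challenged DMSO wells low, unchallenged DMSO wells high.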
OXTR potentiator: human OXTR potentiation. CHO-OTR cells, Fluo-8 calcium fluorescence, potentiator mode; 0% = oxytocin EC15, 100% = EC100. activation, % at 3 µM. 320,000 tested, 0.061% active;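 active = activation above that plate's cutoff, the mean activation of tested compounds plus 3 SD, cut at about 6.6% in these data, passing the limit was not always enough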;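 note: 100% uses oxytocin at 75 nM as the full agonist control; some results filed as inactive read as strong as hits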
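Assay system: CHO cell line stably expressing human OTR | Also added: Oxytocin at about EC15, sub-maximal agonist stimulus | Times: Compound 6 min at room temperature before oxytocin, 100 s read | Measured by: Fluo-8 intracellular calcium fluorescence, ex 470-495, em 515-575 nm | Controls: EC15 oxytocin alone as 0%, 75 nM oxytocin as 100%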
TAAR1 ag: human TAAR1 agonism | AID 624467 | activation, % at 3 µM | CHO RD-HGA16 TAAR1, Fluo-8 calcium fluorescence; vehicle wells 0%, saturating PEA agonist 100% | Q96RJ0 | 360,000 tested, 0.99% active;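 active = activation above the mean activation of all test compounds in the run plus 3 SD, cut at about 38% in these data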
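System: CHO-derived RD-HGA16 cells with stable Gα16 and human TAAR1. Times: 17-24 h plating, Fluo-8 75 min 37 °C, 30 min RT. Measured by: calcium-sensitive Fluo-8 signal, excitation 470-495, emission 515-575 nm. Read-out basis: % activation relative to PEA EC100 response. Control set: DMSO and PEA EC100. Repeats: no replicates (n 1).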
Active calls of the source: *; . = not tested or not shown. Random draw from the library. Share with any hit: about 3.7%.

The opening 4 records, ahead of the listing:
SMILES	CHRM1 PAM	V1aR counter	M1 ag	TAAR1 antagonist	CHRM1 antagonist	OXTR agonist	CHO parental Ca	OXTR potentiator	TAAR1 ag
O=C(CCCN=C1NS(=O)(=O)c2ccccc21)OCC(=O)c1ccccc1	1	4.7	4	-7	-4	5.0	-7	-9	10
CCOC(=O)CN1C(=O)C(O)(c2c(C)[nH]c3ccccc23)c2ccccc21 (configuration not stated)	9	0.8	-2	-2	-2	0.7	-22	-6	2
CCOCCOC(=O)C1=C(C)N(C)C(=O)NC1c1ccccc1F (configuration not stated)	6	0.7	-5	11	-4	-0.3	-8	-2	9
Cc1ccccc1C(=O)/C(C#N)=N/Nc1c(C)n(C)n(-c2ccccc2)c1=O	-1	-0.2	0	-11	7	-0.8	-6	6	0

The list itself (from the top)
SMILES	CHRM1 PAM	V1aR counter	M1 ag	TAAR1 antagonist	CHRM1 antagonist	OXTR agonist	CHO parental Ca	OXTR potentiator	TAAR1 ag
O=C(CCCN=C1NS(=O)(=O)c2ccccc21)OCC(=O)c1ccccc1	1	4.7	4	-7	-4	5.0	-7	-9	10
CCOC(=O)CN1C(=O)C(O)(c2c(C)[nH]c3ccccc23)c2ccccc21 (configuration not stated)	9	0.8	-2	-2	-2	0.7	-22	-6	2
CCOCCOC(=O)C1=C(C)N(C)C(=O)NC1c1ccccc1F (configuration not stated)	6	0.7	-5	11	-4	-0.3	-8	-2	9
Cc1ccccc1C(=O)/C(C#N)=N/Nc1c(C)n(C)n(-c2ccccc2)c1=O	-1	-0.2	0	-11	7	-0.8	-6	6	0
COc1ccc(C(=O)NC(C(=O)NCc2ccccn2)C(C)C)cc1 (configuration not stated)	0	-1.3	-2	-15	2	-0.7	-9	-4	8
O=C(Nc1c[nH]c(=O)[nH]c1=O)c1cccc(F)c1	16	0.4	10	-20	-1	0.9	-1	-13	3
O=C1[C@H]2[C@@H](c3ccc(F)cc3)N3C(=O)N(c4cccc(Br)c4)C(=O)[C@@]3(Cc3ccc(Cl)cc3)[C@H]2C(=O)N1C1CCCCC1	27*	0.2	4	-10	-17	-1.1	-21	-5	2
COc1ccccc1OCC#CCNC1CCCCC1C (configuration not stated)	7	0.3	-6	11	-13	0.7	-15	-17	11
CCN(CC(=O)NCc1ccc(Cl)cc1)C(=O)c1cc(S(=O)(=O)N2CCOCC2)ccc1C	4	-0.8	-7	-7	-3	-0.1	-7	-6	1
CCC(C)(c1nnnn1-c1c(C)cccc1C)N(N=O)c1cccc(C(F)(F)F)c1 (configuration not stated)	-9	0.1	-8	-13	-2	-1.5	-3	-10	6
NC(=O)COC(=O)c1ccccc1Nc1ccc(SC(F)F)cc1	1	1.4	-7	38	2	-0.5	-4	1	43*
O=C(c1ccc(=O)oc1)N1CCN(C(c2ccccc2)c2ccccc2)CC1	-33	0.1	-12	-14	77*	0.5	-12	-4	12
Cn1c(=O)c2ccccc2n(Cc2cccc(F)c2)c1=O	0	5.8	0	-17	-7	6.1	-20	-12	10
BrCCOCCOc1ccc2ccccc2c1	6	0.5	-3	-10	-10	-0.4	-24	-6	3
CC(C)C(=O)NC(c1ccco1)c1c(O)ccc2ccccc12 (configuration not stated)	5	0.1	-3	15	-2	1.4	-11	1	14
CN(C)C(CNC(=O)CN1C(=O)NC2(CCc3ccccc32)C1=O)c1ccco1 (configuration not stated)	-4	0.1	-4	7	12	0.3	-5	-5	11
CCCOc1ccc(/C(O)=C2/C(=O)C(=O)N(c3ccccn3)C2c2ccc(OC)cc2)cc1C (configuration not stated)	4	0.7	2	16	-7	-2.2	-14	-1	28
Cc1cc(=O)[nH]n(CCO)c1=O	4	0.8	-2	-19	-4	-1.1	-9	-6	2
CCCNS(=O)(=O)c1ccc(CCC(=O)N2CCCCC2)cc1	12	0.7	-3	11	-2	-0.9	-19	-8	1
CC(NC(=O)C1CCN(S(=O)(=O)c2cccs2)CC1)c1cccc(Cl)c1 (configuration not stated)	6	3.7	-4	14	-5	1.0	-18	-3	3
Cn1nc(C(=O)Nc2ccc(S(=O)(=O)N3CCCC3)cc2)ccc1=O	0	2.1	-3	1	2	1.3	-8	-17	3
c1ccc2c(c1)OCC(c1csc3ncnc(N4CCOCC4)c13)O2 (configuration not stated)	-9	0.0	-6	21	3	2.9	0	-6	19
COc1cc2[nH]c(=O)n(Cc3ccc(C(=O)NC4CCN(Cc5ccccc5)CC4)cc3)c(=O)c2cc1OC	2	-0.4	-6	-22	-3	0.5	-11	4	-2
O=C(NCc1ccccc1)C(c1ccncc1)N(C(=O)c1ccccn1)c1ccccc1 (configuration not stated)	4	-1.4	-2	-19	-11	-1.1	-1	-11	4
COc1cc(F)ccc1-c1cc(C(=O)Nc2ccc(C)c(NS(C)(=O)=O)c2)[nH]n1	-4	.	5	42	26	.	.	.	13
O=C(OCc1cc2ccccc2[nH]c1=O)c1ccc([N+](=O)[O-])cc1	13	0.1	0	-19	-19	0.0	25	-3	0
O=C(NCCNC(=O)C(c1ccccc1)c1ccccc1)c1ccco1	4	-0.7	-2	8	-2	-0.9	-15	-11	7
O=C(CCn1cnnn1)N1CCCC(Nc2ccc(F)cc2)C1 (configuration not stated)	4	-0.8	-3	-4	-3	14	-2	-11	0
CC1=C(C(=O)N2CCOCC2)CC(CC(=O)NC2CCCCC2)C(=O)N1Cc1ccccc1 (configuration not stated)	1	.	-1	-6	1	.	.	.	0
CC(C)OP(=O)(c1ccc(N(C)C)cc1)C(Nc1ccccc1)c1cccnc1 (configuration not stated)	16	0.0	-9	-9	-6	-0.8	-15	-4	-1
Cc1ccc(N(C)S(=O)(=O)c2cccc(C(=O)OCC(=O)c3c(N)n(C)c(=O)n(C)c3=O)c2)cc1	-16	5.7	6	66*	33*	10	9	-10	18
O=C(CSc1nncs1)Nc1ccc2c(c1)OCCO2	10	0.1	1	8	-10	-0.1	-7	-10	4
Cn1nc(C(=O)N2CCCc3ccccc32)c2ccccc2c1=O	7	-0.9	-2	1	-10	-0.9	-1	-7	14
CC(C)C[C@@H](C)C(=O)N(Cc1ccccc1)c1ccccc1	-9	-1.2	-11	18	8	-2.0	-22	1	4
CCOC(=O)c1sc2nccc(OC)c2c1N=CN(C)C	3	-1.7	-4	15	1	-0.4	1	5	9
COc1ccc(C(=O)Nc2ccc3ccccc3c2)cc1	9	0.3	-4	-3	-6	-1.5	21	-8	1
Cc1noc(C)c1NC(=O)N(C)C[C@H]1Oc2ccc(NC(=O)NC(C)C)cc2C(=O)N([C@H](C)CO)C[C@@H]1C	2	0.1	-5	0	-4	0.6	1	2	9
CCOC(=O)c1c(NC(=O)CN2C(=O)NC3(CCC(C)CC3)C2=O)sc(C)c1CC (configuration not stated)	6	-0.7	-5	-13	-9	0.5	-30	-4	0
CCN(C[C@H]1N[C@@](Cc2ccccc2)(C(=O)OC)[C@H]2C(=O)N(C)C(=O)[C@@H]12)S(=O)(=O)c1ccc(OC)cc1	-2	1.3	-3	15	-6	0.7	-14	-5	12
CC(NC(=O)c1cnc2ccccc2n1)c1ccccc1 (configuration not stated)	1	4.3	-1	2	-3	3.8	-19	-6	-1
CCOC(=O)C1Nc2ccccc2C2c3ccccc3CC12 (configuration not stated)	11	-1.2	-6	6	-12	-1.7	-16	3	7
O=C1CSC(=Nc2ccc(F)cc2)N1	14	0.7	1	-18	-13	0.0	-6	-14	5
CCCc1cc(=O)oc2cc(OCC(=O)N3CCN(C(=O)C4COc5ccccc5O4)CC3)ccc12 (configuration not stated)	-10	3.5	-1	49*	21	0.3	-16	-9	7
O=c1c2ccccc2nc2n1C(CBr)CN2 (configuration not stated)	3	0.2	-2	1	-26	0.1	-9	-2	2
O=C(CC[C@H]1O[C@@H](n2cnc3c(NC(=O)c4ccccc4)ncnc32)[C@H](O)[C@@H]1O)NCC1CCN(Cc2ccccc2)CC1	-1	.	-12	6	3	.	.	.	3
CCC1(C)Cc2c(sc3c2c(=O)n(-c2ccccc2)c(=O)n3C)CO1 (configuration not stated)	2	-0.3	4	-14	5	-1.8	-19	4	7
Cn1cnnc1SCCn1c(N2CCCCC2)nc2c1c(=O)[nH]c(=O)n2C	7	1.4	-2	6	-13	0.7	1	-1	3

Single records, as listed above. Screens in order: CHRM1 PAM, V1aR counter, M1 ag, TAAR1 antagonist, CHRM1 antagonist, OXTR agonist, CHO parental Ca, OXTR potentiator, TAAR1 ag
Shown for CCCc1cc(=O)oc2cc(OCC(=O)N3CCN(C(=O)C4COc5ccccc5O4)CC3)ccc12 (configuration not stated) = -10, 3.5, -1, 49*, 21, 0.3, -16, -9, 7
Shown for O=C(CSc1nncs1)Nc1ccc2c(c1)OCCO2 = 10, 0.1, 1, 8, -10, -0.1, -7, -10, 4
Shown for Cc1ccc(N(C)S(=O)(=O)c2cccc(C(=O)OCC(=O)c3c(N)n(C)c(=O)n(C)c3=O)c2)cc1 = -16, 5.7, 6, 66*, 33*, 10, 9, -10, 18
Shown for Cc1noc(C)c1NC(=O)N(C)C[C@H]1Oc2ccc(NC(=O)NC(C)C)cc2C(=O)N([C@H](C)CO)C[C@@H]1C = 2, 0.1, -5, 0, -4, 0.6, 1, 2, 9
